Screens from PubChem.
IDH1 mut inh: inhibitors of human IDH1 R132H; IDH1 R132H reductase, diaphorase/resazurin fluorescence, 60 min; inhibition, % at 10 µM; 70,000 compounds, 0.18% hits; in the data active means inhibition above about 34%;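 further: 0% = DMSO and 100% = no enzyme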
PRC2 inh: blocks human EZH2/PRC2 H3K27 methylation. inhibition, % at 12.5 µM. 57,000 compounds, 0.35% hits. DELFIA TRF, 1 h. AID 651548. Q15910;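 active means mean inhibition of replicates at least 50% and every single replicate also reaching 50%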;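 further: dimethyl H3K27 on biotinylated H3 21-44 peptide detected by antibody; plate controls were median neutral control wells for no effect and median positive control wells for full effect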
Target sequence (Q15910 whole entry, looked up): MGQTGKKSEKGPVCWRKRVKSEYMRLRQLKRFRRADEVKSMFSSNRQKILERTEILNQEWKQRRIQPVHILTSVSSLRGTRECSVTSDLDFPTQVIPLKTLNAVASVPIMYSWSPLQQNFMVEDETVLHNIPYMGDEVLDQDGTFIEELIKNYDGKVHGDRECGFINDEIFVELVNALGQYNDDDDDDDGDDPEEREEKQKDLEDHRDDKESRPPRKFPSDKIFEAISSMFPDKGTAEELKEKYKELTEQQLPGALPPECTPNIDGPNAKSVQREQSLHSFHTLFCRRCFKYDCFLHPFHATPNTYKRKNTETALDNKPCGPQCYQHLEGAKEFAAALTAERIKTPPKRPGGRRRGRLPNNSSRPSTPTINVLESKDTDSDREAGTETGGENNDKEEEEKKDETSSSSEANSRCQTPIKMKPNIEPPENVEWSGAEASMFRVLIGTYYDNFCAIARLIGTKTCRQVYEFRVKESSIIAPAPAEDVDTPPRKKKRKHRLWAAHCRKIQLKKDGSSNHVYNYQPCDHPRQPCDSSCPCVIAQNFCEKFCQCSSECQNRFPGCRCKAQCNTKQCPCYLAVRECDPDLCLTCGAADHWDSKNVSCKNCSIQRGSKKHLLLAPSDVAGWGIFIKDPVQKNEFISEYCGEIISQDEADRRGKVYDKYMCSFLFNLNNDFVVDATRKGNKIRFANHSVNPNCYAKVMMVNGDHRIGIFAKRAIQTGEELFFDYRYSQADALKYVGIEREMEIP
* = called active by the depositor; nt = no result given. Only part of the results is shown; rates above refer to the full screens.

SMILES	IDH1 mut inh	PRC2 inh
CO[C@H]1CN(C)C(=O)c2cc(NS(C)(=O)=O)ccc2OC[C@H](C)N(C(=O)C2CCCCC2)C[C@@H]1C	0.0	5
Cc1ccc(S(=O)(=O)Nc2ccc3c(c2)CC(=O)N([C@H](C)CO)C[C@@H](C)[C@@H](CN(C)Cc2ccc(C(=O)O)cc2)O3)cc1	0.6	nt
O=C(N/N=C/c1c(O)ccc2ccccc12)c1ccccc1O	0.0	9
COc1ccc(NC(=O)COc2c(Cl)c(C)c(Cl)c(C)c2Cl)cc1[N+](=O)[O-]	0.3	16
COc1ccc(C#Cc2ccc3c(c2)O[C@@H](CN(C)C(=O)Nc2cccc(OC)c2)[C@@H](C)CN([C@H](C)CO)S3(=O)=O)cc1	nt	-14
C[C@H](CO)N1C[C@H](C)[C@H](CN(C)C(=O)C2CCOCC2)Oc2ncc(C#Cc3cccc(F)c3)cc2C1=O	nt	-23
C[C@@H]1CN([C@@H](C)CO)C(=O)c2cc(N(C)C)ccc2O[C@@H](C)CCCCO[C@@H]1CN(C)S(=O)(=O)c1cn(C)cn1	-5.1	1
C[C@@H]1CN([C@H](C)CO)C(=O)c2cc(-c3cccnc3)cnc2O[C@@H]1CN(C)Cc1ccc(Oc2ccccc2)cc1	-0.1	nt
O=C(O)CCCC(=O)Nc1ccc(Cl)c(Cl)c1	0.5	18
O=C(NCc1cccnc1)C1CCCN(S(=O)(=O)c2ccccc2)C1 (stereo not given)	0.3	6
CC(C)NC[C@H](O)COc1ccc(CC(N)=O)cc1	0.5	nt
O=C(NO)c1ccc(C(=O)N/N=C/c2ccoc2)cc1	-0.2	11
CCCC#Cc1cnc2c(c1)C(=O)N([C@H](C)CO)C[C@@H](C)[C@@H](CN(C)C(=O)C1CCOCC1)O2	0.1	-4
Cc1ccc(S(=O)(=O)NCC(=O)Nc2ccc(C(N)=O)cc2)cc1	0.4	-3
C[C@H](CO)N1C[C@H](C)[C@H](CN(C)C(=O)NC2CCCCC2)Oc2ccc(NC(=O)CCCN(C)C)cc2CC1=O	nt	-4
CC(C)NC(=O)N(C)C[C@H]1Oc2ccc(NS(=O)(=O)c3cccs3)cc2C(=O)N([C@@H](C)CO)C[C@@H]1C	-0.7	nt
CCCN(C)C[C@@H]1Oc2ncc(-c3ccc(F)cc3)cc2C(=O)N([C@H](C)CO)C[C@@H]1C	-0.6	-20
CCCNC(=O)N(C)C[C@@H]1Oc2cc(C#CCN(C)C)ccc2S(=O)(=O)N([C@@H](C)CO)C[C@@H]1C	2.1	-9
Cc1ccc(S(=O)(=O)Nc2ccc3c(c2)C(=O)N([C@H](C)CO)C[C@@H](C)[C@@H](CN(C)S(=O)(=O)c2cn(C)cn2)O3)cc1	-0.2	nt
Cc1noc(C)c1S(=O)(=O)N(C)C[C@H]1Oc2c(NS(=O)(=O)c3cn(C)cn3)cccc2C(=O)N([C@@H](C)CO)C[C@H]1C	-0.8	nt
C[C@H](CO)N1C[C@H](C)[C@H](CN(C)C(=O)Nc2ccc3c(c2)OCO3)Oc2ccc(NC(=O)NC3CCCCC3)cc2CC1=O	-21	nt
C[C@H](NC(=O)C[C@H]1C[C@H]2c3cc(NC(=O)C4CCOCC4)ccc3O[C@H]2[C@@H](CO)O1)c1ccccc1	-1.3	2
C[C@H](O)C#Cc1cnc2c(c1)C(=O)N([C@H](C)CO)C[C@@H](C)[C@H](CN(C)C(=O)CC1CC1)O2	nt	-9
COCC(=O)N(C)C[C@@H]1Oc2cc(C#CCC(C)C)ccc2S(=O)(=O)N([C@H](C)CO)C[C@H]1C	-2.1	6
C=CCSc1nccc(-c2sc3ccc(Cl)cc3c2C)n1	-1.6	7
C[C@H](CO)N1C[C@H](C)[C@@H](CN(C)C(=O)Cc2ccccn2)Oc2ncc(-c3cccc(C(=O)N(C)C)c3)cc2C1=O	-0.3	14
Cc1noc(C)c1NC(=O)Nc1ccc2c(c1)C(=O)N([C@H](C)CO)C[C@H](C)[C@H](CN(C)C(=O)Nc1ccc(C(F)(F)F)cc1)OCCCC[C@H](C)O2	1.8	nt
COc1ccc(C#Cc2ccc3c(c2)O[C@@H](CN(C)C(=O)NC2CCCCC2)[C@H](C)CN([C@@H](C)CO)S3(=O)=O)cc1	-0.4	21
O=C(O)CCSc1n[nH]c2nc3ccccc3n12	0.7	-3
C[C@H](O)C#Cc1cnc2c(c1)C(=O)N([C@@H](C)CO)C[C@H](C)[C@@H](CN(C)C(=O)CN(C)C)O2	nt	-12
COc1ccc(-c2noc(CSc3nnc(-c4ccco4)n3-c3ccccc3)n2)cc1OC	-0.2	1
C[C@@H]1CN([C@@H](C)CO)C(=O)Cc2cc(NS(=O)(=O)c3cn(C)cn3)ccc2O[C@@H]1CN(C)S(=O)(=O)c1cn(C)cn1	1.5	nt
C[C@@H]1CCCCO[C@@H](CN(C)C)[C@@H](C)CN([C@H](C)CO)C(=O)c2cc(NC(=O)Nc3cccc4ccccc34)ccc2O1	-2.9	-6
CC(=O)NCCc1c(C(=O)O)[nH]c2ccc(C(C)=O)cc12	-0.1	-12
CCCC#Cc1cnc2c(c1)C(=O)N([C@H](C)CO)C[C@H](C)[C@@H](CN(C)C(=O)c1cnccn1)O2	-4.4	-5
COc1ccc(S(=O)(=O)N(C)C[C@H]2Oc3ccc(NC(=O)Nc4c(C)noc4C)cc3C(=O)N([C@@H](C)CO)C[C@H]2C)cc1	1.0	nt
COC(=O)[C@]1(CCS(=O)(=O)c2ccccc2)N=C(c2ccc(OCCCO)cc2)O[C@@H]1c1ccccc1	nt	-3
CO[C@@H]1CN(C)C(=O)c2ccc(NC(=O)c3cnccn3)cc2OC[C@@H](C)N(C(=O)c2cnccn2)C[C@H]1C	-0.1	5
Cc1ccc(S(=O)(=O)Nc2ccc3c(c2)C(=O)N([C@@H](C)CO)C[C@@H](C)[C@H](CN(C)S(=O)(=O)c2c(C)noc2C)OCCCC[C@H](C)O3)cc1	-1.4	nt
C[C@@H]1CN([C@H](C)CO)C(=O)Cc2cc(NC(=O)NC3CCCCC3)ccc2O[C@H]1CN(C)S(=O)(=O)c1cccs1	-2.5	nt
C[C@H](CO)N1C[C@H](C)[C@H](CN(C)C)Oc2ncc(Br)cc2C1=O	20	-5
C[C@@H]1CN([C@@H](C)CO)S(=O)(=O)c2ccc(-c3cccnc3)cc2O[C@H]1CN(C)C(=O)C1CCC1	nt	-15
Cc1cc(C(=O)Nc2cccc3c2O[C@H](CN(C)S(=O)(=O)c2cn(C)cn2)[C@@H](C)CN([C@H](C)CO)C3=O)n(C)n1	2.5	nt
O=C(C[C@H]1C[C@@H]2c3cc(NC(=O)C4CCOCC4)ccc3O[C@@H]2[C@@H](CO)O1)NCc1cc(F)ccc1F	0.2	12
C[C@H]1CCCCO[C@H](CN(C)S(=O)(=O)c2ccc(Cl)cc2)[C@@H](C)CN([C@@H](C)CO)C(=O)c2cc(NS(=O)(=O)c3cn(C)cn3)ccc2O1	-4.7	nt
CC(C)(C)c1ccc(N2C(=O)CSC2c2ccccc2)cc1 (stereo not given)	nt	-1
COc1ccc(S(=O)(=O)Nc2ccc3c(c2)C(=O)N([C@@H](C)CO)C[C@H](C)[C@@H](CN(C)C(=O)c2ccncc2)OCCCC[C@@H](C)O3)cc1	-8.4	nt
CN(C)Cc1cn(CC[C@@H]2CC[C@@H](NS(=O)(=O)c3ccccc3)[C@@H](CO)O2)nn1	0.2	-8
C[C@H](NC(=O)C[C@@H]1C[C@@H]2c3cc(NC(=O)NC4CCCC4)ccc3O[C@@H]2[C@@H](CO)O1)c1ccccc1	0.0	-10
COc1ccc(NC(=O)CN2CCN(S(=O)(=O)c3c(C)cc(C)cc3C)CC2)cc1	0.4	7
Remaining list, next part
SMILES	IDH1 mut inh	PRC2 inh
Clc1ccccc1OCCSc1nnc(-c2cccnc2)n1-c1ccccc1	3.0	nt
CC1CC2C3CCC4=CC(=O)C=CC4(C)C3(F)C(O)CC2(C)C1(O)C(=O)CO (stereo not given)	0.6	nt
C[C@H]1CN([C@@H](C)CO)C(=O)Cc2cc(NS(C)(=O)=O)ccc2O[C@@H]1CN(C)Cc1ccncc1	4.1	-2
Cc1ccc(NC(=O)CN(c2ccc(F)c(Cl)c2)S(C)(=O)=O)c(C)c1	-0.1	-6
C[C@@H]1CN([C@H](C)CO)C(=O)Cc2cc(NS(=O)(=O)c3cccs3)ccc2O[C@@H]1CN(C)S(=O)(=O)c1cccs1	-0.7	nt
C[C@@H]1CCCCO[C@H](CN(C)C(=O)Cc2ccccc2)[C@@H](C)CN([C@H](C)CO)C(=O)c2cc(NC(=O)Nc3ccc(C(F)(F)F)cc3)ccc2O1	1.1	nt
O=C(C[C@H]1C=C[C@@H](NC(=O)c2cccc(F)c2)[C@@H](CO)O1)NCc1ccc(Oc2ccccc2)cc1	-0.2	-15
CO[C@@H]1CN(C)C(=O)c2cc(NS(C)(=O)=O)ccc2OC[C@@H](C)NC[C@H]1C	-0.4	3
O=C(CCCCCCC(=O)Nc1ccccc1O)N/N=C/c1cn(Cc2ccccc2)c2ccccc12	-0.3	29
Cc1noc(C)c1NC(=O)N(C)C[C@@H]1Oc2c(NS(=O)(=O)c3cn(C)cn3)cccc2C(=O)N([C@@H](C)CO)C[C@H]1C	2.9	nt
Cc1noc(C)c1NC(=O)N(C)C[C@H]1OCCCC[C@@H](C)Oc2ccc(NS(=O)(=O)c3cccs3)cc2C(=O)N([C@@H](C)CO)C[C@H]1C	0.3	nt
C[C@@H]1CN([C@@H](C)CO)S(=O)(=O)c2ccc(C#Cc3ccncc3)cc2O[C@@H]1CN(C)C(=O)C1CCC1	nt	-14
CNC[C@@H]1Oc2c(NS(=O)(=O)c3c(C)noc3C)cccc2C(=O)N([C@@H](C)CO)C[C@@H]1C	4.2	nt
O=C(C[C@H]1C[C@@H]2c3cc(NC(=O)NC4CCCCC4)ccc3O[C@@H]2[C@@H](CO)O1)NCc1cccnc1	0.0	-5
CCC(=O)N[C@H]1CC[C@H](CC(=O)NCCN2CCCCC2)O[C@@H]1CO	0.0	18
C[C@@H]1CN([C@@H](C)CO)C(=O)Cc2cc(NC(=O)Nc3cccc4ccccc34)ccc2O[C@H]1CN(C)Cc1ccc(C(=O)O)cc1	-21	nt
CC1(C)CC(=O)C2=C(C1)N(Cc1ccco1)C(=O)C2(NC(=O)c1ccco1)C(F)(F)F (stereo not given)	0.1	-5
COc1cccc(C(=O)Nc2ccc3c(c2)OC[C@@H](C)NC[C@H](C)[C@@H](OC)CN(C)C3=O)c1	-0.1	2
C[C@@H]1CCCCO[C@H](CN(C)S(C)(=O)=O)[C@@H](C)CN([C@@H](C)CO)C(=O)c2cc(NS(=O)(=O)c3ccccc3)ccc2O1	0.8	nt
CC(C)NC(=O)Nc1ccc2c(c1)C(=O)N([C@H](C)CO)C[C@H](C)[C@H](CN(C)CC1CCCCC1)O2	3.2	13

Copied from the results shown, two compounds:
SMILES	IDH1 mut inh	PRC2 inh
Cc1noc(C)c1NC(=O)N(C)C[C@H]1OCCCC[C@@H](C)Oc2ccc(NS(=O)(=O)c3cccs3)cc2C(=O)N([C@@H](C)CO)C[C@H]1C	0.3	nt
C[C@@H]1CN([C@@H](C)CO)S(=O)(=O)c2ccc(C#Cc3ccncc3)cc2O[C@@H]1CN(C)C(=O)C1CCC1	nt	-14

Next section:
SMILES	IDH1 mut inh	PRC2 inh
COc1ccc(S(=O)(=O)N[C@@H]2CC[C@@H](CCNC(=O)CN3CCOCC3)O[C@@H]2CO)cc1	-0.1	-6
C[C@H](CO)N1C[C@H](C)[C@@H](CN(C)Cc2ccccc2)Oc2ccc(NS(C)(=O)=O)cc2CC1=O	0.5	-5
CC(C)NC(=O)Nc1cccc2c1O[C@H](CN(C)C(=O)NC(C)C)[C@H](C)CN([C@@H](C)CO)C2=O	nt	5
Cc1ccc(-n2nc3ccc(NC(=O)COc4cccc(C)c4)cc3n2)cc1	0.3	2
C/C=C/c1ccc2c(c1)O[C@H](CN(C)C(=O)Cc1ccncc1)[C@@H](C)CN([C@@H](C)CO)S2(=O)=O	38*	-7
O=C(C[C@@H]1C=C[C@H](NC(=O)CN2CCOCC2)[C@@H](CO)O1)NC1CCC1	0.3	0
CC(NS(=O)(=O)c1ccc(F)cc1)C(=O)Nc1ccc(I)cc1 (stereo not given)	-0.3	-23
C[C@@H]1CN([C@@H](C)CO)C(=O)Cc2cc(NC(=O)NC3CCCCC3)ccc2O[C@H]1CN(C)C(=O)Nc1ccc2c(c1)OCO2	2.9	nt
Cc1cc(C)nc(SCC(=O)c2cc(C(C)(C)C)c(O)c(C(C)(C)C)c2)n1	0.1	11
CC(C)C#Cc1cnc2c(c1)C(=O)N([C@H](C)CO)C[C@@H](C)[C@H](CN(C)C(=O)c1cccnc1)O2	nt	13
Cc1ccc(Cl)cc1NC(=O)CN(c1cccc(Cl)c1C)S(C)(=O)=O	-0.3	12
O=C(CSc1ncn(-c2ccccc2)n1)Nc1ccc(Cl)cc1	0.9	4
C[C@H]1CN([C@@H](C)CO)C(=O)CCCn2cc(nn2)CO[C@H]1CN(C)S(=O)(=O)c1ccc(Oc2ccccc2)nc1	-0.8	nt

Of the compounds above, eight have a Cl atom.
SMILES	IDH1 mut inh	PRC2 inh
COc1ccc(NC(=O)COc2c(Cl)c(C)c(Cl)c(C)c2Cl)cc1[N+](=O)[O-]	0.3	16
O=C(O)CCCC(=O)Nc1ccc(Cl)c(Cl)c1	0.5	18
C=CCSc1nccc(-c2sc3ccc(Cl)cc3c2C)n1	-1.6	7
C[C@H]1CCCCO[C@H](CN(C)S(=O)(=O)c2ccc(Cl)cc2)[C@@H](C)CN([C@@H](C)CO)C(=O)c2cc(NS(=O)(=O)c3cn(C)cn3)ccc2O1	-4.7	nt
Clc1ccccc1OCCSc1nnc(-c2cccnc2)n1-c1ccccc1	3.0	nt
Cc1ccc(NC(=O)CN(c2ccc(F)c(Cl)c2)S(C)(=O)=O)c(C)c1	-0.1	-6
Cc1ccc(Cl)cc1NC(=O)CN(c1cccc(Cl)c1C)S(C)(=O)=O	-0.3	12
O=C(CSc1ncn(-c2ccccc2)n1)Nc1ccc(Cl)cc1	0.9	4
